Yeast eIF2B – GCN4-lacZ reporter reduction in eIF2B-epsilon mutant yeast, primary screen, S. cerevisiae, eIF2B-epsilon R284H, Beta-Glo luminescence | actives 0.91% (n = 27,000) | inhibition, % at 25 µM (by protocol) | AID 688, 2007;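 active = mutant luminescence inhibited past about 50% while wild type luminescence and mutant growth stay under set limits, limit read from the data; inconclusive = mutant versus wild type luminescence inhibition gap past a set limit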; note: some compounds called inactive have numbers as strong as hits
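System: Yeast eIF2B-epsilon R284H mutant carrying GCN4–beta-galactosidase fusion | Read-out basis: Percent inhibition, luminescence and growth | Compound: 25 µM single dose | Times: 16 h at 30 °C exposure | Measured by: Luminescence and A595 | Buffer or medium: YPD medium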
Yeast growth tox – yeast growth toxicity, wild-type and mutant, primary screen, cytotoxicity control for eIF2B function restoration project, wild-type and eIF2Bepsilon R284H mutant, A595; AID 685, 2007; S. cerevisiae wild-type growth, A595 turbidity, 16 h; growth inhibition, % at 25 µM (by protocol); actives 0.3% (n = 30,000);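 active = mutant and wild-type yeast strains alike exhibit over 30% growth inhibition; inconclusive = a strain exceeds 50% while the second remains under 30%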;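 note: 0% = untreated cell controls and 100% = YPD media blanks without cells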
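System – wild-type and eIF2Bepsilon-R284H mutant S. cerevisiae, screened separately · Measured by – absorbance at 595 nm (turbidity) · Timing – 16 h compound exposure during growth at 30 °C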
Yeast growth tox inhibition % – recorded beside Yeast growth tox, whose call it bears; growth inhibition, %; S. cerevisiae eIF2Bepsilon-R284H mutant growth, A595 turbidity, 16 h;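 each compound tested once at 25 µM; 0% equals untreated cells and 100% equals cell-free medium blanks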
Yeast eIF2B mutant toxicity – further read-out of Yeast eIF2B, marked with its call; growth inhibition, %; measured here: mutant yeast growth, toxicity;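 each compound tested once at 25 µM; zero equals untreated control growth and 100 equals blank medium absorbance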
* hit, by the source's call; ? = inconclusive; · = no result given.

Compound,Yeast eIF2B,Yeast eIF2B mutant toxicity,Yeast growth tox,Yeast growth tox inhibition %
Cc1ccc(C(=O)CSc2nnc(-c3ccccc3N)n2C)cc1C,6,13,9,13
Nc1nonc1-c1noc(N2CCCCC2)n1,21,-15,6,-15
COc1ccc(C(CC(=O)O)NC(=O)Cc2ccccc2)cc1OC (configuration not stated),-42,15,5,15
COc1ccc(C2(O)CCN(Cc3nnnn3Cc3ccc(F)cc3)CC2)cc1,·,·,-19,-18
Cc1csc(SCC(=O)Nc2cc(S(=O)(=O)N3CCCC3)ccc2Cl)n1,-20,·,-10,0
Cc1ccc(SCCNC(=O)CN(c2ccc3c(c2)OCO3)S(C)(=O)=O)cc1,25,·,·,·
Nc1c(C(=O)NCc2ccco2)c2nc3ccccc3nc2n1CCc1ccccc1F,15,-5,-6,-5
O=C(Nc1nc(=O)c2ccccc2s1)c1ccc(F)cc1,-2,3,18,3
Cn1c(=O)c2c(nc(NCC3CCCO3)n2Cc2ccccc2)n(C)c1=O (configuration not stated),-12,·,10,0
O=C(Nc1ccccc1)c1ccc(NCCN2CCOCC2)c(S(=O)(=O)N2CCOCC2)c1,16,-23,21,-23
Cc1nc2c(C(=O)N3CCN(c4ccccn4)CC3)cnn2c(C)c1Cc1cccc(Cl)c1,-21,6,-8,6
Cc1ccc(S(=O)(=O)N2CCN(C(=O)CN3CCN(C)CC3)C2)cc1,32,-9,-7,-9
Cc1nnc(SCC(=O)N2CCCc3ccccc32)[nH]c1=O,·,·,26,23
CC(C)OC(=O)c1cn(-c2ccccc2)nc1-c1ccc2c(c1)OCCO2,15,24,10,24
CN(CC(=O)OCC(=O)NC(=O)c1cccn1C)S(=O)(=O)c1ccc(Cl)cc1,20,-8,20,-8
O=C(CSc1nnc(-c2cccs2)o1)OCc1ccccc1,2,5,-12,5
CCOC(=O)c1c(C)[nH]c(C(=O)COC(=O)c2oc3ccccc3c2C)c1C,·,·,8,-7
Cc1ccc(Oc2ccc(Oc3ccc(C)cc3)nn2)cc1,2,5,-3,5
Cc1ccc2nc(C)c(Cl)c(=O)n2c1,26,12,21,12
Cc1nc2nc(COc3ccccc3)[nH]n2c(=O)c1C,30,19,23,19
COc1ccc(C2N(S(=O)(=O)c3ccc(C)cc3)CCN2S(=O)(=O)c2ccc(C)cc2)cc1,-14,11,-1,11
N#CCCn1c(SCC(=O)NCC2CCCO2)nc2ccccc21 (configuration not stated),23,14,18,14
Cc1cc(=O)oc(C)c1C(=O)N1CCCCC1,27,·,24,0
Cc1ccc(C)c(NC(=O)Cn2nnc(C(=O)Nc3c(C)cccc3C)c2N)c1,6,·,14,0
Cc1c(C(=O)N2CCCCC2)sc(NC(=O)C2CC2)c1C#N,14,-8,15,-8
O=C(NCc1ccccc1Cl)C1CCN(S(=O)(=O)N2CCC3(CC2)OCCO3)CC1,-13,-10,3,-10
Nc1cccc(-n2nncc2-c2ccc(Cl)cc2)c1,-60,-10,11,-10
CCn1c(NCc2ccccc2Cl)nc2ccccc21,19,9,5,9
Cc1ccc(-c2nnn(CC(=O)N(c3ccccc3F)C(C(=O)NC3CCCC3)c3ccco3)n2)o1 (configuration not stated),0,7,-2,7
CC1(C)Cc2c(C#N)c(NCc3ccco3)nc(-c3ccco3)c2CO1,5,14,9,14
CC1CC(C)CN(C(=O)COc2ccc(-c3nnco3)cc2)C1 (configuration not stated),22,·,4,0
O=c1c2cc(N3CCOCC3)ccc2[nH]c(=S)n1Cc1ccc(Cl)cc1,5,14,7,14
O=C(OCCCN=C1NS(=O)(=O)c2ccccc21)c1ccc(F)cc1,·,·,-3,14
Cc1cc2ccc(C)c(C)c2nc1SCC#N,22,-9,18,-9
CCOC(=O)C1=C(CN2CCOCC2)NC(=O)NC1c1cc(C)ccc1C (configuration not stated),27,6,3,6
Cc1nc2ccccc2c2c1C(=O)N(C)C2=O,-45,21,11,21
COc1ccc(OCCn2c(=N)n(CCO)c3ccccc32)cc1,13,·,?,·
COc1ccccc1NC(=O)C(CCS(C)(=O)=O)N1C(=O)c2ccccc2C1=O (configuration not stated),22,4,15,4
c1ccc(-c2nc(Sc3ncnc4c3cnn4-c3ccccc3)n[nH]2)cc1,34,39,13,39
c1ccc(-n2ncc3c(NCc4ccccn4)ncnc32)cc1,6,-14,1,-14
O=C(Cn1nnc2ccccc21)OCC(=O)c1ccc(Cl)c(Cl)c1,32,-3,-3,-3
O=C(Nc1cc(Cl)ccc1O)C1CCCO1 (configuration not stated),17,·,·,·
Cc1cc(Cl)ccc1OCCCC(=O)N1CCCCC1,18,18,2,18
COc1cccc(/C(O)=C2/C(=O)C(=O)N(CCCN3CCOCC3)C2c2ccncc2)c1 (configuration not stated),19,·,7,0
CCCN(Cc1cc2cc(OC)ccc2[nH]c1=O)C(=O)c1ccncc1,22,-30,-9,-30
CCS(=O)(=O)N1CCN(c2ccccn2)CC1,·,·,34,23
Cc1nnc(N2CCc3ccccc3C2)[nH]c1=O,·,·,10,7
Cc1ccc(O)c(C2=Nc3ccccc3N=C(c3ccco3)C2)c1,-5,-9,-9,-9

Complete entries, looked up by structure. Values in the order: Yeast eIF2B, Yeast eIF2B mutant toxicity, Yeast growth tox, Yeast growth tox inhibition %
Cc1c(C(=O)N2CCCCC2)sc(NC(=O)C2CC2)c1C#N across the screens: 14, -8, 15, -8
CCS(=O)(=O)N1CCN(c2ccccn2)CC1 across the screens: ·, ·, 34, 23

Remaining list, next part:
Compound,Yeast eIF2B,Yeast eIF2B mutant toxicity,Yeast growth tox,Yeast growth tox inhibition %
Cc1cc(N2CCN(C)CC2)nc2ccc(NC(=O)c3cccnc3Cl)cc12,·,·,6,8
O=C(CN1C2CCCC1CC(NC(=O)c1ccco1)C2)Nc1ccccc1 (configuration not stated),4,·,-34,0
Cc1cc(OCC(=O)N2CCOCC2)cc2oc(=O)c3ccccc3c12,-20,·,·,·
Cc1c(NS(=O)(=O)N2CCCC2)c(=O)n(-c2ccccc2)n1C,2,-5,-9,-5
COc1ccc(/C=N/n2cnnc2SCc2ccccc2)cc1,12,-16,5,-16
CC1CCCCC1NC(=O)CSc1nnc(-c2ccccc2)n1N (configuration not stated),19,-7,-23,-7
CCc1noc(C)c1C(=O)NCCc1ccc(OC)c(OC)c1,-11,-17,17,-17
CC(=O)NS(=O)(=O)c1ccc(NC(=O)CCC2CCCC2)cc1,10,·,·,·
O=C(NCC(F)(F)F)Nc1nnc(C(F)(F)F)s1,15,9,-2,9
O=C(c1ccc(Cl)cc1Cl)C1(n2cncn2)Oc2ccccc2C1O (configuration not stated),-3,-5,-1,-5
CCn1c(SCC(=O)N2CCCc3ccccc32)nnc1-c1ccco1,18,16,3,16
CCn1nnnc1SCC(=O)NC1CCCC1,2,·,-9,0

Grouped by structure: the entries above with a thiophene ring, fused or not.
Compound,Yeast eIF2B,Yeast eIF2B mutant toxicity,Yeast growth tox,Yeast growth tox inhibition %
O=C(CSc1nnc(-c2cccs2)o1)OCc1ccccc1,2,5,-12,5
Cc1c(C(=O)N2CCCCC2)sc(NC(=O)C2CC2)c1C#N,14,-8,15,-8

Going on with the list:
Compound,Yeast eIF2B,Yeast eIF2B mutant toxicity,Yeast growth tox,Yeast growth tox inhibition %
Cc1ccc(OCC(=O)Nn2cnc3ccccc32)cc1,25,-33,-14,-33
CCCCNC(=O)c1sc(=S)n2c1[nH]c(=O)c1ccccc12,23,-4,18,-4
NNC(=O)c1cnn(Cc2ccccc2)c1N,-22,7,-3,7
CCOc1ccc(-c2nnn(CC#N)n2)cc1OC,-4,-4,4,-4
Cc1nc2nc(-c3ccc(Cl)cc3)cn2nc1C,22,19,20,19
CN(c1ccccc1)S(=O)(=O)c1ccc(C(=O)Nc2nnc(-c3ccc(F)cc3)o2)cc1,17,4,16,4
N#Cc1nc(Cc2ccccc2)oc1NCCc1ccccc1,15,·,-15,0
O=c1[nH]c2cc3c(cc2cc1CN(Cc1ccccc1)Cc1nnnn1Cc1ccco1)OCCO3,10,-4,-2,-4
Cc1cccc(NC(=O)/C(=C\c2ccco2)NC(=O)c2ccccc2)c1,15,11,20,11
Clc1ccc(/C=N/Nc2nn[nH]n2)cc1,6,-14,-13,-14
CCN(CC)CCCN1C(=O)C(O)=C(C(=O)c2sc(C)nc2C)C1c1ccco1 (configuration not stated),16,-3,27,-3
CCSCc1nnc(SCC(=O)Nc2nc3ccccc3s2)n1C,16,·,·,·

Continued.
Results follow in this order: Yeast eIF2B, Yeast eIF2B mutant toxicity, Yeast growth tox, Yeast growth tox inhibition %
- CC1(C)CC(=O)C=C(Nc2ccc(C(=O)O)cc2)C1
  14, 7, -7, 7
- CCOc1ccccc1NC(=O)C(CC(C)C)NC(=O)C1CCCCC1 (configuration not stated)
  ·, ·, 1, 2
- Cc1cc2c(N3CCCCC3C)ncnc2s1 (configuration not stated)
  16, -24, 3, -24
- COc1ccc(-c2cc(C)nc3nc(N)nn23)cc1
  ·, ·, 2, 13
- O=C(NC1CCCC1)C1CCN(c2nccs2)CC1
  14, ·, ·, ·
- COc1cc(C(C#N)N2CCOCC2)ccc1O (configuration not stated)
  23, -2, 6, -2
- COc1ccc(C=O)cc1CSc1nnc(COc2cccc3cccnc23)o1
  10, ·, ·, ·
- Cc1cc(C(=O)COC(=O)C2=NNC(=O)CC2)c(C)n1-c1cccc(C(F)(F)F)c1
  3, -5, -7, -5
- COc1ccc(Nc2cc(C(=O)NCCCN3CCN(C)CC3)c3ccccc3n2)cc1
  19, 13, -1, 13
- COC(=O)c1oc2ccccc2c1NC(=O)CN1CCCC1
  17, 8, 0, 8
- Cn1c(C(=O)NCc2ccccn2)cc2c(=O)n3ccccc3nc21
  -5, 8, 9, 8
- Nc1c(S(=O)(=O)c2ccccc2)c2nc3ccccc3nc2n1/N=C/c1cccc(O)c1
  17, 7, 7, 7
- Nc1nc(CN2CCN(c3ccccn3)CC2)nc(Nc2ccc(Cl)cc2)n1
  6, -4, -6, -4
- CCn1c(NC(C)=O)nc2ccccc21
  34, ·, 9, 0
- CCc1cc(Br)ccc1NC(=O)C1CCCO1 (configuration not stated)
  ·, ·, -8, 19
- CCOC(=O)CC(C(=O)OCC)P(=O)(c1ccccc1)c1ccccc1 (configuration not stated)
  12, -18, 12, -18
- O=C(CSc1ncnc2c1cnn2-c1ccccc1)Nc1ccc2c(c1)OCO2
  ·, ·, -6, 3
- CCOc1ccc(NC(=O)CN(c2ccc(OC)cc2)S(C)(=O)=O)cc1
  22, 8, 3, 8
- Cc1ccc(C)c(-n2ccnc2SCC(=O)O)c1
  4, 5, 9, 5
- Cc1nn(-c2ccccc2)c2sc(C(=O)c3c(N)n(C)c(=O)n(C)c3=O)cc12
  6, -38, -48, -38
- O=C(CSc1nnnn1C1CCCC1)NCc1ccccc1
  18, -9, 31, -9
- CC1(C)Cc2c(c(=S)nc(-c3ccccc3)n2CCO)CO1
  34, 15, 12, 15
- COC(=O)CSc1nnc(CNC(=O)Cc2ccccc2)n1-c1ccccc1OC
  -3, 7, -4, 7
- Cc1cc(C)cc(NC(=O)N2CCC(NC(=O)c3ccccc3C)CC2)c1
  -5, ·, 10, 0
- Cc1ccc2c(c1)cc(CN(Cc1ccccc1)C(=O)N(C)C)c1nnnn12
  25, -9, 6, -9
- CCc1cccc(NC(=O)CCS(=O)(=O)c2cccc3nonc23)c1
  17, -9, -1, -9
- OCCn1c(SCCOc2ccccc2)nc2ccccc21
  ·, ·, 11, 19
- c1ccc(Cn2ncc3c(NCc4ccco4)ncnc32)cc1
  19, ·, 16, 0
- CCOC(=O)C(CC)(CC)/C(C)=N/NC(=O)CC#N
  17, 10, 15, 10
- CCOC(=O)CN1C(=O)C(O)(CC(=O)c2ccc3c(c2)CCCC3)c2ccccc21 (configuration not stated)
  11, -13, -18, -13
- Cc1ccc(O)c(C2=NOC(O)(C(F)(F)F)C2)c1 (configuration not stated)
  22, -14, -5, -14
- FC(F)(F)c1nnc2ccc(N3CCCC3)nn12
  5, 15, 13, 15
- O=C(CCS(=O)(=O)c1ccc(Br)s1)N1CCc2ccccc21
  13, ·, 15, 0
- CC(=O)N1CCc2cc(S(=O)(=O)NC(CC(C)C)C(=O)Nc3cc(C)ccn3)ccc21 (configuration not stated)
  16, 7, 6, 7
- COc1ccc(NC(=O)Nc2ncn(Cc3cccc(C(F)(F)F)c3)n2)cc1OC
  -17, ·, -25, 0

Compound activity: PubChem, PCMD

An excerpt. The share of hits here may be higher or lower than overall.
